Source: PubChem BioAssay (several laboratories)
FXIa inh: blocks human coagulation factor XIa protease activity; AID 798; P03951; purified FXIa, Boc-Glu-Ala-Arg-AMC fluorogenic substrate; hit rate 0.14% among 220,000; inhibition, % at 5 µM;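 active means inhibition of at least 40%; inactive means inhibition below 40%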;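 further: fluorescence of freed AMC excited at 355 nm; 0% = enzyme without compound and 100% = no enzyme blank; many of its hits are not listed in these tables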
Rad51 HR inh: Rad51 (human) homologous recombination inhibition | hit rate 0.085% among 200,000 | AID 1385 | hRad51 DNA strand exchange, fluorescence dequenching | inhibition, % at 10 µM;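 active means inhibition above 40% at the single screening dose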;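 further: 0% = DMSO control wells and 100% = blanks with heterologous ssDNA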
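material = hRad51 filaments on single-stranded DNA | timing = filaments 15 min 37 °C, then compound 30 min | signal = FRET fluorescence dequenching, excitation 485 nm, emission 520 nm | benchmarks = control wells and blank wells on each plate | evaluation = percent inhibition relative to plate controls and blanks | compound = 10 µM final, single point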
Wee1 degr inh: human Wee1 degradation inhibition, primary screen; P30291; HeLa Luc-Wee1K328M stability, luciferase luminescence; 100% = proteasome inhibitor MG132 effect; reporter increase, % at 5 µM; hit rate 1.2% among 220,000; AID 1321;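 active means activation above the mean of all tested compounds plus 3 SD, set per screening run, cut at about 8.8% in these data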;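 further: cells exposed to compound for 20 h before luminescence read; 0% = DMSO alone and 100% = MG132 at 30 µM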
p97 inhibitor: inhibitors of human p97 ATPase. P55072. inhibition, % at 8 µM. recombinant p97 ATPase, Kinase-Glo ATP luminescence, 3 h. hit rate 0.42% among 220,000. AID 1481; in the data active means inhibition above about 15%;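 further: 0% = DMSO vehicle and 100% = wells lacking enzyme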
hK5 inh: blocks human kallikrein 5 protease activity. AID 873. inhibition, % at 5 µM. recombinant hK5, fluorogenic AMC substrate cleavage. hit rate 0.59% among 210,000;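 active means inhibition of 40% or more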;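 further: 0% = enzyme controls without compound and 100% = no-enzyme blanks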
Target sequence (Q9Y337 67-293 limits assumed): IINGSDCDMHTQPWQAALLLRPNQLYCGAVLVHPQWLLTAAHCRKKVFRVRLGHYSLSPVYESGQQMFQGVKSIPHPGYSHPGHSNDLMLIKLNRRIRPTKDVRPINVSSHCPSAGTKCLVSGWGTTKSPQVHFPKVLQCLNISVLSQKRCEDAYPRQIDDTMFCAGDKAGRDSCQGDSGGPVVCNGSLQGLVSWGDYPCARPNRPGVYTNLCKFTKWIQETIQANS
FXIIa inh: blocks human coagulation factor XIIa protease activity; P00748; purified FXIIa, Boc-QGR-AMC fluorogenic substrate, 2 h; inhibition, % at 5 µM; hit rate 0.3% among 220,000; AID 800; in the data active means inhibition above about 40%;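 further: 0% = enzyme with no compound and 100% = blank without enzyme; many of its hits are not listed in these tables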
14-3-3 Bad inh: disrupts binding of bovine 14-3-3 zeta to phospho-Bad peptide; hit rate 0.71% among 220,000; inhibition, % at 21.7 µM; TR-FRET 14-3-3zeta/Dy647-pBad peptide displacement, 1 h; P63103;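 active means inhibition above about 70%, limit read from the data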;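 further: 0% = full 14-3-3 plus peptide FRET controls and 100% = background without 14-3-3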
Target sequence (P63103 whole entry, looked up): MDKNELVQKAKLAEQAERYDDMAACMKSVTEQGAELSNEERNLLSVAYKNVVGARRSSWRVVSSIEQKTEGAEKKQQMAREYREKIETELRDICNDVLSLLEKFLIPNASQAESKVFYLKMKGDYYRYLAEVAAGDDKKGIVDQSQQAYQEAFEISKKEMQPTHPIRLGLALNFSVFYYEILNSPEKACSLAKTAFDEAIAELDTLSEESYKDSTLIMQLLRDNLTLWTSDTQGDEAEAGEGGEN
MDM2 E3 inh: Mdm2 E3 ligase (human) inhibition | hit rate 0.11% among 210,000 | Q00987 | cell-based MDM2 ubiquitination luciferase reporter, 2 h; 0 = plate control, 100 = twice control, blank-subtracted | signal enhancement, % at 5 µM;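 active means signal enhancement of 30% or more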;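 further: luminescence tracks abundance of the self-degrading MDM2-luciferase fusion protein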
Target sequence (Q00987 whole entry, looked up, the tested form may be a part): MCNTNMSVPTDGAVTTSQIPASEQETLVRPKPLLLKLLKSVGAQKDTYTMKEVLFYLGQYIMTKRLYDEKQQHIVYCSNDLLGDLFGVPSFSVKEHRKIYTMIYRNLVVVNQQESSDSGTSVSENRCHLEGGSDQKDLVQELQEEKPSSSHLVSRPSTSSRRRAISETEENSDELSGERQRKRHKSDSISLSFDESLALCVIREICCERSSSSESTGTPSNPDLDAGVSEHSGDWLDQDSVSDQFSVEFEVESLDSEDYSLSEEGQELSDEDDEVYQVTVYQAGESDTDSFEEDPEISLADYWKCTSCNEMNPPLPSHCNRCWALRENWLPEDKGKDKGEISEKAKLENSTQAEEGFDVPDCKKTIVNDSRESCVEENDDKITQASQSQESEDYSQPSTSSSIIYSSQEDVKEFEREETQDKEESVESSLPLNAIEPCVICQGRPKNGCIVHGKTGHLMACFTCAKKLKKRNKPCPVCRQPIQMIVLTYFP
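Assay system: stable mammalian line carrying autodegrading MDM2–luciferase fusion reporter; Input: 2000 cells in each well; Compound dosing: single-point 5 µM; Schedule: 2 h compound exposure at 37 °C; Signal: SteadyLite luciferase luminescence after 15 min room-temperature reagent incubation; Evaluation: % luminescence enhancement versus blank-corrected plate control mean; Benchmarks: plate controls and plate blanks.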
eIF4E 4G PPI: inhibitors of eIF4E and eIF4G interaction in translation initiation; P63073+Q04637; TR-FRET eIF4E-eIF4GI(517-606) binding, 2 h; inhibition, % at 21.7 µM; hit rate 0.37% among 220,000; AID 782;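 active means inhibition above about 30%, limit read from the data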;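 further: 0% = full FRET control wells and 100% = background wells lacking eIF4GI fragment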
Numbers without * were called inactive; nt = not tested or not shown; [ ] = dose if it differs, or a comment.

FXIa inh | Rad51 HR inh | Wee1 degr inh | p97 inhibitor | hK5 inh | FXIIa inh | 14-3-3 Bad inh | MDM2 E3 inh | eIF4E 4G PPI | structure
3 | 4 | 0 | 9 | 19 | 15 | 0 | -19 | 4 | COc1ccc(-n2c(C)cc(/C=C3\C(=O)NN(c4ccccc4)C3=O)c2C)cc1
0 | 0 | 1 | 3 | -1 | 5 | 1 | 5 | 0 | CC(C)(C)N1CCC1CN (configuration not stated)
20 | -4 | 3 | 3 | -4 | 26 | 11 | -6 | -3[fluorescence artefact?] | N#Cc1ccccc1NC(=O)COC(=O)CCc1ccc(S(=O)(=O)N2CCCCC2)cc1
4 | -3 | 0 | 1 | -27 | 0 | 6 | 3 | -2 | CCN(CC)CCCNC(=O)c1[nH]c(C)c(C(=O)NC2CCCCC2)c1C
-5 | -6 | -2 | 2 | -22 | -8 | 0 | -10 | -7 | COc1ccccc1CC(=O)Nc1ccc2c(c1)C(=O)NC2=O
-4 | 11 | 5 | 2 | -22 | 2 | -4 | -7 | -21 | CCOC(=O)c1c(C2COc3ccccc3O2)csc1NC(=O)c1ccccc1 (configuration not stated)
3 | nt | -2 | 7 | 4 | 8 | 2 | 9 | 1 | Cn1c(=O)[nH]c(=O)c2c1nc(N1CCCCCC1)n2CCSc1nc2ccccc2o1
4 | 1 | 3 | -2 | -2 | 15 | -5 | -1 | 16 | COc1cc(NC(=O)c2ccco2)c(C(=O)OCC(=O)Nc2ncc(Cl)cc2Cl)cc1OC
2 | nt | -1 | 0 | 1 | 6 | -4 | -31 | 3 | O=C(COC(=O)/C=C/c1ccccc1Cl)NCc1ccco1
0 | 9 | 2 | 6 | -17 | 4 | -10 | -1 | -1 | N#Cc1ccc(CSc2nnc(-c3ccncc3)o2)cc1
8 | 4 | 4 | 2 | -20 | 7 | -14 | -4 | 6[fluorescence artefact?] | COc1ccc(CC(=O)Nc2ccc(C(=O)Nc3ccccc3C(=O)O)cc2)cc1OC
-6 | 17 | 3 | -1 | -8 | 0 | -8 | -8 | 2 | COC(=O)c1ccc(Cn2nc(C)c([N+](=O)[O-])c2C)o1
-2 | -5 | 5 | -2 | -2 | 6 | 9 | -18 | 2 | CCn1cc(Br)c(C(=O)Nc2ccc(Cl)cc2Cl)n1
4 | -2 | 0 | 3 | 13 | 14 | -4 | -8 | 1 | CCOc1ccc(C(=O)c2cnc3ccccc3c2N2CCN(CC)CC2)cc1
-6 | 1 | -3 | 3 | -31 | -1 | 18 | -5 | -2 | CC(C)NC(=O)C1CCCN(S(=O)(=O)c2cccs2)C1 (configuration not stated)
1 | 13 | 0 | -1 | 5 | 2 | -5 | 4 | -4[fluorescence artefact?] | O=C1CC(N2CCN(c3ccc(O)cc3)CC2)C(=O)N1Cc1cccs1 (configuration not stated)
3 | -2 | 2 | -6 | -11 | 11 | 16 | -5 | 3 | COc1ccc(N2CCN(C(c3ccccc3OC)c3nnnn3Cc3ccco3)CC2)cc1 (configuration not stated)
-8 | -2 | -2 | 2 | 5 | 8 | nt | -5 | nt | Cc1ccsc1-c1nc(CSCC(=O)NCCN2CCCC2)c(C)o1
6 | 1 | 7 | 3 | 1 | 9 | 9 | -10 | -4 | Cc1cccc(N2CCN(S(=O)(=O)c3cccc4nonc34)CC2)c1C
17 | -2 | -4 | 2 | -8 | 14 | 8[fluorescence artefact?] | 6 | 1[fluorescence artefact?] | CCOC(=O)c1cnn(CCOC(=O)c2ccc(F)cc2)c1NC(=O)c1ccc(F)cc1
-9 | 13 | 4 | 3 | 3 | 2 | 6[fluorescence artefact?] | 3 | 5[fluorescence artefact?] | COC(=O)CNC(=O)C1CCCN1C(=O)CNC(=O)OC(C)(C)C (configuration not stated)
-1 | nt | -2 | -2 | nt | 8 | 69 | -29 | 28 | CCN1CCN(CCNC(=O)c2ccc(/C=C3/Sc4ccccc4N(Cc4cccc(C)c4)C3=O)cc2)CC1
2 | nt | -1 | -3 | -19 | 6 | 3 | 3 | 4[fluorescence artefact?] | COc1ccc(CNC(=O)CNS(=O)(=O)c2ccc(Cl)cc2)cc1
-2 | -2 | -2 | -2 | -11 | -1 | -5 | 2 | -1 | Cc1c(-c2ccccc2)[nH]n2c(=O)c3c(nc12)CCCC3
0 | -1 | -2 | 6 | -6 | 13 | 23 | -5 | 0 | O=S(=O)(c1ccc(F)cc1)N1CCC(N2CCCC2)CC1
-4 | -1 | 0 | 5 | -9 | 5 | 4 | -53 | -3 | Cc1cccc(NC(=O)c2n[nH]c([N+](=O)[O-])c2Br)c1C
4 | -2 | -3 | -1 | -6 | 11 | -17 | -10 | -8 | CCOC(=O)C1C(=O)C=C(c2cccc(NS(C)(=O)=O)c2)CC1c1ccco1 (configuration not stated)
7 | -1 | 5 | 0 | -3 | 13 | -5 | nt | 4 | CC(=O)Oc1ccc(C(c2ccc(OC(C)=O)cc2)c2ccccn2)cc1
12 | 11 | -2 | 2 | -23 | 23 | 15 | -39 | 10 | C=CCn1c(COc2ccc(CC)cc2)nnc1SCC(=O)N(C)C1CCS(=O)(=O)C1 (configuration not stated)
-7 | 4 | -2 | 1 | -2 | 6 | -5 | -1 | 0 | CN(C)CCN1C(=O)C2C3C=CC(C3)C2C1=O (configuration not stated)
-2 | -6 | 2 | 7 | -4 | 5 | -5 | -9 | -7 | Cc1[nH]c2ccccc2c1C(=O)CSc1nc2ncc(Cl)cc2[nH]1
6 | -6 | 10* | 0 | -21 | 14 | -9 | -4 | -3 | CCc1ccccc1N/C(=N\S(=O)(=O)c1ccccc1)C(F)(F)F
3 | 9 | 1 | -1 | -7 | 16 | nt | -17 | nt | Cc1ccc(NC(=O)CS(=O)CC(=O)Nc2ccc3c(c2)OCO3)cc1Cl (configuration not stated)
3 | 4 | -2 | 4 | 6 | 16 | 0 | 5 | -2 | CN1CCN(S(=O)(=O)c2ccc(Sc3nc4ccccc4[nH]3)c3nsnc23)CC1
-8 | -10 | 2 | 4 | -2 | -7 | 23[fluorescence artefact?] | -11 | -22 | CC1CCN(S(=O)(=O)c2ccc(NC(=O)Cn3nnc(-c4ccccc4)n3)cc2)CC1
-15 | -4 | -3 | 4 | 16 | -5 | -12 | -12 | 0 | Cn1cccc1Cc1nnc(SCC(N)=O)n1-c1ccc(F)cc1
-3 | 12 | -1 | 7 | -12 | 3 | -9 | 10 | -3 | CCOC(=O)NC(=O)c1cn(Nc2ncc(Cl)cc2C(F)(F)F)c(=O)[nH]c1=O
-1 | 6 | -2 | 6 | 6 | 12 | 3 | 5 | 2 | O=C(CSc1cccc[n+]1[O-])c1cccs1
-6 | -7 | -1 | -2 | -5 | 7 | 1 | 2 | 1 | CCC(Cc1ccccc1)NC(=O)CN(C)S(=O)(=O)c1ccc2c(c1)c(=O)n(C)c(=O)n2C (configuration not stated)
6 | 1 | 0 | -2 | 4 | 3 | -11 | -7 | -2 | O=[N+]([O-])c1ccc(N2CCCC2)cc1N1CCCC1
1 | 10 | -1 | 8 | 3 | -4 | 1 | -8 | 2 | CCCCOc1ccccc1NC(=O)c1ccc(=O)[nH]c1
-5 | nt | -1 | 6 | -4 | -3 | -3[fluorescence artefact?] | -15 | -2 | Cc1cc(C)nc(N2CCC(C(=O)Nc3ccc(Oc4ccccc4)cc3)CC2)n1
2 | nt | 6 | 4 | nt | 9 | -2 | -27 | 5 | CC(C)C/C=C1\CCc2c([nH]c3ccccc23)C1=O
-2 | -4 | 0 | 2 | -31 | 7 | -2 | -2 | 2 | Cc1c(C(=O)NCc2ccc3c(c2)OCO3)oc2ccc(S(=O)(=O)N3CCCC3)cc12
3 | -5 | 0 | -6 | -5 | 15 | -4 | -18 | -3 | Cc1nc2c(c(C)nn2-c2ccccc2)c(C)c1Cl
0 | -4 | -2 | 3 | -22 | 16 | 36 | -18 | 1 | COC(=O)c1ccc(OCC(O)CN(CCO)CCO)cc1 (configuration not stated)
26 | -33 | 1 | 8 | -14 | 31 | 14 | -26 | -5 | COCCOC(=O)C1=C(C)Nc2cc(=O)[nH]c(=O)n2C1c1cccc([N+](=O)[O-])c1 (configuration not stated)
-6 | 1 | -4 | -2 | -7 | 1 | -9[fluorescence artefact?] | -21 | -3 | CCCNc1nc2c(c(=O)n(C)c(=O)n2C)n1Cc1ccc(F)cc1
5 | 11 | -4 | 3 | -2 | 8 | -16 | -25 | 1 | FC(F)(F)c1cccc(-c2ccn3ncnc3n2)c1
10 | nt | -1 | -1 | 1 | 11 | 4 | 0 | 4 | Cc1noc2ncnc(Oc3ccc4ccccc4c3)c12

(listing goes on)
FXIa inh | Rad51 HR inh | Wee1 degr inh | p97 inhibitor | hK5 inh | FXIIa inh | 14-3-3 Bad inh | MDM2 E3 inh | eIF4E 4G PPI | structure
-1 | 5 | 2 | -4 | 1 | 13 | 0 | nt | -5 | CCO[C@H]1OC(C(=O)N2CCN(Cc3ccc4c(c3)OCO4)CC2)=C[C@@H](C(C)(C)C)[C@@H]1CCCO
2 | nt | -1 | -4 | nt | 9 | 3 | -20 | 9 | O=C(/C=C/c1ccccc1)N1CCN(S(=O)(=O)c2ccc(F)cc2)CC1
-9 | 10 | 1 | -4 | 1 | 4 | -19[fluorescence artefact?] | -14 | 1 | S=c1nccc(-c2cc(Cl)sc2Cl)[nH]1
0 | -16 | -1 | 4 | 10 | 8 | -15 | -14 | -1 | Cc1cc(N)n2nc(C(F)(F)F)nc2n1
1 | -3 | 3 | 1 | 1 | 8 | 9[fluorescence artefact?] | -1 | 9[fluorescence artefact?] | COC(=O)C1CSC(C(=O)OC)N1C(=O)Nc1c(C)cccc1C (configuration not stated)
0 | -28 | 2 | 2 | 2 | 9 | -2 | -4 | -1 | COc1cc2c3nnc(-c4ccccc4)c-3cn(Cc3ccc(F)cc3)c2cc1OC
-3 | -2 | -1 | 2 | -1 | nt | -6 | 0 | -4 | O=C1CCCc2ccccc2N1Cc1ccccc1
1 | -14 | -3 | 0 | 2 | 7 | -5 | -6 | 4[fluorescence artefact?] | O=C(COC(=O)CNC(=O)c1ccco1)Nc1ccc(Cl)cn1
1 | 3 | -2 | 0 | -10 | -11 | 2 | -2 | 0[fluorescence artefact?] | CC(C)N(C(=O)C(=O)c1cccn1-c1ccccc1C#N)C(C)C
7 | nt | 3 | 3 | 4 | 10 | -1 | -13 | 1 | CN(Cc1ccccc1)S(=O)(=O)c1ccc(Cl)c(C(=O)OCC(N)=O)c1

Single records (already shown). Values in the order: FXIa inh	Rad51 HR inh	Wee1 degr inh	p97 inhibitor	hK5 inh	FXIIa inh	14-3-3 Bad inh	MDM2 E3 inh	eIF4E 4G PPI
CCOC(=O)C1C(=O)C=C(c2cccc(NS(C)(=O)=O)c2)CC1c1ccco1 (configuration not stated) is listed as 4	-2	-3	-1	-6	11	-17	-10	-8
Cc1noc2ncnc(Oc3ccc4ccccc4c3)c12 is listed as 10	nt	-1	-1	1	11	4	0	4
O=C(COC(=O)/C=C/c1ccccc1Cl)NCc1ccco1 is listed as 2	nt	-1	0	1	6	-4	-31	3
Cc1ccc(NC(=O)CS(=O)CC(=O)Nc2ccc3c(c2)OCO3)cc1Cl (configuration not stated) is listed as 3	9	1	-1	-7	16	nt	-17	nt
